# High-throughput results (PubChem BioAssay)
# pPAFAH FP inh = pPAFAH (human) enzyme inhibition; AID 463082; 330,000 tested, 1.5% active; recombinant pPAFAH, FP-rhodamine probe fluorescence polarization; inhibition, % at 3.39 µM;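 active means inhibition above the mean inhibition across the screen plus 3 SD, cut at about 25% in these data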;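 further: inhibitors block binding of the rhodamine activity-based probe so polarization drops; 0% = enzyme with DMSO and 100% = wells lacking pPAFAH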
# PAD4 inh = blocks human protein arginine deiminase 4; recombinant PAD4, RCA probe fluorescence polarization; 330,000 tested, 0.41% active; Q9UM07; inhibition, % at 6.36 µM;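 active means percent inhibition above a cutoff equal to the mean of all tested compounds plus 3 SD, cut at about 15% in these data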;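 further: 0% = PAD4 with RCA probe and DMSO and 100% = probe without PAD4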
# Target sequence (Q9UM07 whole entry, looked up): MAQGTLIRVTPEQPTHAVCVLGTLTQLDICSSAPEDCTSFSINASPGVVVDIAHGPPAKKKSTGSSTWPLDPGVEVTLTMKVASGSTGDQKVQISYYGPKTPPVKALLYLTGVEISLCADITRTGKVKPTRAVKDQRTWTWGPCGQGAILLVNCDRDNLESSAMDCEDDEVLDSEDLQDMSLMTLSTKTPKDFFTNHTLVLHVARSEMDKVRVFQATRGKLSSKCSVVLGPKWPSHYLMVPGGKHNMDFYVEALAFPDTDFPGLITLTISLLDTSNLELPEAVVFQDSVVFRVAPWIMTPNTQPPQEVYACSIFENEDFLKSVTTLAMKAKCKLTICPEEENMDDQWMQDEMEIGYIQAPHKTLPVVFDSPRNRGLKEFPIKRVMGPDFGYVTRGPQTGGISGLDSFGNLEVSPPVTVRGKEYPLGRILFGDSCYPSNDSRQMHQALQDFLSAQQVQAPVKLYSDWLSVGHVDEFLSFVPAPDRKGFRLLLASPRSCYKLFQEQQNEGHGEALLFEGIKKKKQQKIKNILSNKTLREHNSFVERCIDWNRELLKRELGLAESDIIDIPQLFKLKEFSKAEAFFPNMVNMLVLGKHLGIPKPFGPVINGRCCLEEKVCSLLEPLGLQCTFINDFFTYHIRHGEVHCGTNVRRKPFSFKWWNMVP
# PME-1 inh = PME-1 (human) inhibition; Q9Y570; recombinant PME-1, FP-Rh probe fluorescence polarization; inhibition, % at 5.9 µM; 320,000 tested, 0.53% active;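 active means inhibition above the campaign mean of all compounds plus 3 SD, cut at about 26% in these data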;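 further: competitive labeling of PME-1 active site by serine hydrolase directed probe; 0% = PME-1 with DMSO and 100% = wells lacking PME-1 enzyme; inhibitors block probe labeling so polarization falls and inhibition rises; many of its hits are not listed in these tables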
# Target sequence (Q9Y570 whole entry, looked up): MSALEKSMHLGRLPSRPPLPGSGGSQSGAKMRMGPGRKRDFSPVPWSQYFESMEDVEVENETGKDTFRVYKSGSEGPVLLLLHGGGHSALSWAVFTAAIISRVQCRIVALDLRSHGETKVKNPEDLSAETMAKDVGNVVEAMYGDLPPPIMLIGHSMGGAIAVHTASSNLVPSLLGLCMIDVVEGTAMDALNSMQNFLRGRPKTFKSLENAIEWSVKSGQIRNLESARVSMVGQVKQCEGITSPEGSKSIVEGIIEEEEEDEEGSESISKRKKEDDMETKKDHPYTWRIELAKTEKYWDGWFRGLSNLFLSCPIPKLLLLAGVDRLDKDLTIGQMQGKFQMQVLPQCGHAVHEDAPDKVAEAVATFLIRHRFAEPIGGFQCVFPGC
# Fam108B inh = blocks mouse Fam108B hydrolase in RBBP9 counter-screen; inhibition, % at 9.51 µM; 300,000 tested, 0.33% active; recombinant Fam108B, FP-Rh probe fluorescence polarization; AID 1947;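 active means inhibition above the screen mean inhibition plus 3 SD, computed separately per campaign, cut at about 18% in these data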;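 further: inhibitors lower polarization as less probe binds the enzyme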
# LYPLA1 inh = LYPLA1 (human) inhibition in PME1 counter-screen. O75608. recombinant LYPLA1, FP-Rh probe fluorescence polarization. inhibition, % at 5.9 µM. 320,000 tested, 0.16% active. AID 2174;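 active means inhibition above the mean of all tested compounds plus 3 SD, set per campaign, cut at about 14% in these data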;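 further: inhibitors block serine hydrolase probe labeling of LYPLA1 so polarization falls; 0% = enzyme with DMSO and 100% = wells lacking LYPLA1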
# PAFAH1B2 inh = PAFAH1B2 (human) inhibition | P68402 | recombinant PAFAH1B2, FP-rhodamine activity probe, fluorescence polarization | inhibition, % at 3.39 µM | 340,000 tested, 1.2% active;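 active means inhibition above the mean of all tested compounds plus 3 SD, cut at about 24% in these data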;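 further: 0% = enzyme with DMSO and 100% = wells lacking PAFAH1B2; many of its hits are not listed in these tables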
# PAFAH2 inh = inhibitors of human PAFAH2 | Q99487 | recombinant PAFAH2, FP-rhodamine activity probe, fluorescence polarization | inhibition, % at 3.39 µM | 340,000 tested, 0.99% active | AID 492956;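 active means inhibition above the mean over all tested compounds plus 3 SD, cut at about 30% in these data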;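 further: inhibitors block probe labeling of enzyme so polarization drops; 0% = enzyme with DMSO and 100% = wells lacking PAFAH2 protein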
# PAFAH1B3 inh = inhibitors of human PAFAH1B3; Q15102; AID 492972; 340,000 tested, 0.28% active; inhibition, % at 3.39 µM; recombinant PAFAH1B3, FP-rhodamine probe, fluorescence polarization;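 active means inhibition above the screen-wide average of all tested compounds plus 3 SD, cut at about 25% in these data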;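 further: 0% = enzyme with DMSO only and 100% = wells lacking PAFAH1B3 protein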
# GSTO1 inh = counter-screen for RBBP9 inhibitors: inhibitors of human GSTO1; inhibition, % at 5.96 µM; 300,000 tested, 1.1% active; P78417; AID 1974; recombinant GSTO1, activity-based probe fluorescence polarization;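 active means inhibition above the campaign mean inhibition plus 3 SD, cut at about 35% in these data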;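 further: 0% = GSTO1-1 with DMSO and 100% = wells lacking GSTO1-1 enzyme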
# Active calls of the source: *; · = not tested or not shown. An excerpt (hit frequency here may not be typical).
SMILES,pPAFAH FP inh,PAD4 inh,PME-1 inh,Fam108B inh,LYPLA1 inh,PAFAH1B2 inh,PAFAH2 inh,PAFAH1B3 inh,GSTO1 inh
COc1cccc(CN(C)C(=O)Cc2c[nH]c3ccccc23)c1OC,-0.2,-6.6,0.6,-3.1,-3.0,0.3,-8.3,3.7,0.1
O=C(COC(=O)c1cn(-c2ccccc2)nc1-c1ccccc1)c1ccc([N+](=O)[O-])cc1,-0.2,-0.5,1.2,2.5,2.2,·,·,·,-0.5
CCc1cccc(C)c1NC(=S)N(CCOC)C(C)c1ccco1 (centres undefined),-4.5,3.3,-2.8,-0.5,0.4,2.9,-12.6,2.8,-4.9
Cc1ccc(C)c(NS(=O)(=O)c2c(C)[nH]c(C)c2C(=O)N2CCCCC2)c1,-0.4,3.6,6.0,-0.1,2.5,3.5,13.3,12.9,2.7
CN(CC(=O)Nc1ccc(S(=O)(=O)N2CCCC2)cc1)Cc1ccc(Cl)cc1,0.7,-2.0,1.5,-4.0,0.9,18.9,1.7,-1.8,-0.7
COc1ccc(CCNC(=O)c2csc3c2CCCC3)cc1,-4.8,2.6,3.4,5.2,1.3,1.3,-2.3,2.4,-1.4
C/C(=N/NS(=O)(=O)c1ccc(C)cc1)c1ccc(NC(=O)C(F)(F)F)cc1,16.9,-2.2,-0.5,4.3,2.4,2.6,-8.6,1.7,-2.0
CCCOc1ccc(C(=O)Nn2c(C)nc3ccccc3c2=O)cc1,1.8,-3.6,0.3,-2.4,1.7,-4.2,0.9,-2.7,-0.5
O=C(CN1C(=O)C(=O)N(C2CCCC2)C1=O)Nc1ccc(N2CCOCC2)cc1,-0.8,-1.0,-1.9,-0.9,0.1,0.1,-2.7,-0.6,-1.7
COc1ccc(-c2nn(-c3ccccc3)cc2C(=O)Nc2ccc(C(=O)O)cc2)cc1OC,-0.8,-9.6,-2.0,4.1,1.0,4.4,-2.1,1.7,2.6
COc1cc(/C=N/n2c(=S)[nH]nc(C)c2=O)cc([N+](=O)[O-])c1O,-3.3,-2.1,-5.9,-0.9,-1.4,·,·,·,2.1
COc1ccccc1CNC(=O)C1CCN(C(=O)N(C)C)CC1,7.7,-0.3,0.8,0.0,0.5,2.1,6.6,7.6,1.9
Cc1nc2ncccn2c1-c1csc(Nc2cccc(C(=O)O)c2)n1,10.0,-1.4,1.3,4.2,1.3,-1.4,5.3,3.3,5.9
Cc1cccc2cc(CN(Cc3ccc(F)cc3)Cc3nnnn3C3CCCC3)c(=O)[nH]c12,-8.4,2.4,-0.1,-0.4,3.1,2.6,-4.9,1.6,7.7
COc1ccccc1NC(=O)Cc1coc2cc(C)ccc12,11.2,-1.2,0.5,-0.4,1.9,3.5,-0.6,-3.1,1.8
Cc1ccc(NC(=O)c2sc(N)nc2-c2ccc([N+](=O)[O-])cc2)cc1C,-3.9,-3.7,2.2,1.7,-0.2,0.3,-1.7,5.2,-6.4
Cc1ccc(S(=O)(=O)NC(=O)c2ccc(-c3ccc(C)c4ccccc34)o2)cc1,9.7,-2.1,-10.6,-5.9,-3.2,-2.2,7.7,0.6,-6.1
CCOc1cc(/C=N/O)cc(Cl)c1OC,4.0,-0.8,0.3,-3.1,5.0,5.4,3.2,0.2,-5.9
C/C(=N\NC(=O)CSCc1ccc([N+](=O)[O-])cc1)c1ccccc1O,9.9,-1.6,-2.9,4.8,1.6,1.7,1.8,3.1,0.2
O=C1CC(N(Cc2cccs2)C(=O)Nc2ccccc2)C(=O)N1c1ccc(Cl)cc1 (centres undefined),7.8,-1.4,-1.8,1.3,-9.9,3.6,6.1,4.9,-2.1
O=C1CCN(CCc2ccccc2)CCN1[C@H](CSc1ccc(Br)cc1)Cc1ccccc1,0.3,-2.9,0.0,-1.6,-4.0,13.1,-5.4,-4.4,-3.2
Cc1ccc(-n2[nH]c(C)c(/C=N/NC(=O)c3cccc([N+](=O)[O-])c3)c2=O)cc1C,18.9,-0.7,5.8,4.3,-1.1,·,·,·,-3.5
CCCCOC(=O)Nc1ccccc1C(=O)OC,-0.2,1.9,-7.3,-1.7,1.3,0.8,-7.8,4.6,12.3
COc1ccccc1NC(=O)CSC1=NC(=O)C(NC(C)=O)C(=O)N1 (centres undefined),2.7,7.7,-3.3,-0.4,0.6,-0.9,4.6,11.7,-0.3
CCN(CC)S(=O)(=O)c1ccc(N2CCCCC2)c(NC(=O)/C=C/c2ccc(OC)c(OC)c2)c1,-6.4,-2.1,-5.3,-9.8,-3.2,0.7,-2.0,-4.4,-7.6
O=C(NC1=C(Nc2ccc(Cl)cc2)C(=O)c2ccccc2C1=O)c1ccccc1,4.8,-18.1,-2.7,-0.6,-6.7,7.2,7.8,14.7,32.0
O=C(Cc1ccc([N+](=O)[O-])cc1)Nc1nccs1,-2.2,1.1,2.8,-0.8,-1.4,4.3,-2.3,3.8,9.2
CCn1ncc(C2=NOC(C(=O)Nc3ccccc3C(=O)OC)C2)c1C (centres undefined),-2.9,-2.5,4.5,-0.1,-0.5,-3.5,4.2,9.1,4.5
CCCN1CCC(=O)N([C@H](CO)c2ccccc2)CC1,2.5,-0.3,2.5,2.2,-5.0,5.2,1.7,2.5,3.6
COc1ccc(-c2ccnc3c(C#N)cnn23)cc1,4.6,-6.2,-5.8,-1.8,0.9,-2.6,2.9,11.0,1.2
COc1ccc(NC(=O)CN(C)C(=O)c2cn(-c3ccccc3)nc2-c2ccc(F)cc2)cc1,1.5,1.7,-3.9,·,-4.5,2.8,-8.3,8.3,·
O=C(O)CC1(CC(=O)NCc2ccc(F)cc2)CCCCC1,6.8,-2.8,-1.2,-0.6,2.9,12.2,0.7,6.1,-7.8
CC(=O)C1CCCN(C(=O)c2ccc3oc(CCc4ccccc4)nc3c2)C1 (centres undefined),6.0,-3.2,2.8,-0.2,0.7,4.1,2.4,8.2,1.0
CCC(=O)c1c(OCc2ccccc2)ccc2c(C)cc(=O)oc12,6.3,5.4,4.5,4.4,-3.9,·,·,·,0.5
Nc1cc(=O)[nH]c(SCC(=O)Nc2ccc(N3CCCCC3)cc2)n1,5.8,1.4,·,·,·,-2.9,6.1,3.5,·
Cc1ccc(C(=O)NNC(=O)c2csc(N3CCOCC3)n2)s1,0.5,1.1,-2.4,1.1,3.8,3.9,7.4,4.7,0.2
O=C(c1cccs1)N1CCN(c2ccccc2)CC1,2.4,-1.9,4.1,-0.3,-1.0,3.8,0.0,4.6,9.2
Cc1cccc(N(CC(=O)Nc2ccc(F)cc2)S(C)(=O)=O)c1,1.1,2.4,-2.9,-0.6,-2.7,-0.4,3.9,7.9,11.4
O=C(O)c1cccc(Nc2ncnc3ccc(Br)cc23)c1,3.3,-5.0,0.4,0.9,-0.9,6.2,2.4,5.1,7.0
C=CCC(Nc1ccco1)c1ccccc1 (centres undefined),5.9,-0.7,-0.1,-5.0,-1.0,3.9,3.1,2.4,-1.6
Cc1cccc(NC(=O)CCN2CCOCC2)c1,0.1,-1.7,2.9,1.3,-1.2,-1.4,3.3,4.2,0.5
COc1ccc(N2C(=O)CCC(C(=O)N3CCCCC3)C2c2ccc(F)cc2)cc1 (centres undefined),0.0,2.0,0.2,-4.0,0.9,4.1,-5.3,9.1,-0.7
Cc1ccc(CNS(=O)(=O)c2c(C)[nH]c(C)c2C(=O)N2CCCCC2)cc1,3.2,-4.5,-1.5,2.5,-0.8,2.3,-0.5,-4.9,-1.9
C[C@@H]1CN(C(=O)c2ccc(OC3CCN(S(=O)(=O)N(C)C)CC3)cc2)C[C@H](C)O1,-3.7,-10.4,0.9,5.5,1.3,-2.2,-7.8,-8.8,-0.5
COC(=O)Cn1c(=NC(=O)c2cc(-c3cccs3)nc3ccccc23)sc2cc(S(N)(=O)=O)ccc21,-30.7,-6.5,-73.1,-61.1,-56.9,-16.0,-61.4,-21.1,-16.6

# Only PAD4 inh, pPAFAH FP inh and LYPLA1 inh, for some of the entries so far:
SMILES	PAD4 inh	pPAFAH FP inh	LYPLA1 inh
CCc1cccc(C)c1NC(=S)N(CCOC)C(C)c1ccco1 (centres undefined)	3.3	-4.5	0.4
Cc1ccc(C)c(NS(=O)(=O)c2c(C)[nH]c(C)c2C(=O)N2CCCCC2)c1	3.6	-0.4	2.5

# 2 compounds picked at random from those above:
SMILES,pPAFAH FP inh,PAD4 inh,PME-1 inh,Fam108B inh,LYPLA1 inh,PAFAH1B2 inh,PAFAH2 inh,PAFAH1B3 inh,GSTO1 inh
CCC(=O)c1c(OCc2ccccc2)ccc2c(C)cc(=O)oc12,6.3,5.4,4.5,4.4,-3.9,·,·,·,0.5
C=CCC(Nc1ccco1)c1ccccc1 (centres undefined),5.9,-0.7,-0.1,-5.0,-1.0,3.9,3.1,2.4,-1.6

# Further results
SMILES,pPAFAH FP inh,PAD4 inh,PME-1 inh,Fam108B inh,LYPLA1 inh,PAFAH1B2 inh,PAFAH2 inh,PAFAH1B3 inh,GSTO1 inh
CCOC(=O)c1c(C)[nH]c(C(=O)/C(C#N)=C/c2ccc(OCC)cc2)c1C,-7.3,-1.8,1.7,6.0,1.9,1.1,3.0,4.0,-10.2
COc1ccc(NC(=S)NCCCN2CCCC2=O)c(OC)c1,-1.7,0.1,-6.5,1.4,-0.3,-1.2,5.8,-4.4,2.6
COc1cccc(CN(C)C(=O)c2cccc(OC3CCN(C4CCCC4)CC3)c2)c1,2.2,0.2,0.9,-0.4,-6.0,-1.0,0.5,1.6,0.0
O=C(NC(Cc1c[nH]c2ccccc12)c1nnc2n1CCCCC2)c1cccs1 (centres undefined),0.2,4.5,-0.5,2.3,3.4,-1.4,1.9,5.1,-5.3
CC1=CC(C)(C)N(C(=O)CSc2ncn[nH]2)c2ccccc21,5.6,1.1,-1.6,1.3,2.2,-1.9,6.5,7.3,0.4
Cc1cccc(C)c1NC(=O)NCCSc1snnc1C,1.1,-7.0,3.7,-3.7,-3.8,2.3,7.5,8.1,-6.3
CCOC(=O)[C@H]1[C@H]2COc3ccc(C)cc3[C@@H]2N2C(=O)c3cc(OC)c(OC)cc3NC(=O)[C@@]12C,6.6,-6.7,0.6,-1.1,1.0,-8.4,-0.9,10.9,2.4
N#Cc1cc2c(nc1SCC(=O)O)CCCCC2,2.4,-1.6,6.3,-5.4,1.5,6.0,-3.2,0.9,-1.1
Clc1ccc(OCc2nnc(SCCN3CCCCC3)n2Cc2ccco2)cc1,4.4,-3.9,0.3,1.9,-1.3,1.0,-2.4,8.3,-9.0
COc1ccc(-c2csc(NC(=O)c3cc(C)on3)c2C#N)cc1OC,8.1,-6.3,2.0,1.2,-1.2,0.1,0.7,9.6,13.9
CS(=O)(=O)/C(C#N)=C\c1cnc(S(=O)(=O)c2ccccc2)s1,1.3,-14.5,-13.5,-9.5,-10.9,·,·,·,0.7
CN(C)S(=O)(=O)c1ccc(N2CCCC2)c(C(=O)Nc2ccccc2F)c1,4.7,-6.5,0.5,-0.7,1.4,4.0,2.8,3.5,7.2
CN1C(=O)C(CCC(N)=O)NC1=S (centres undefined),3.5,-3.1,1.8,0.6,2.8,3.7,8.0,4.2,1.7
CC(C)Nc1nc(Cl)nc(N(C#N)CN2C(=O)c3ccccc3S2(=O)=O)n1,2.3,-0.9,0.4,1.0,-3.4,3.0,-7.6,10.5,1.8
CCOC(=O)N1CCN(C(=O)CS(=O)Cc2nc(-c3cccc(C)c3)oc2C)CC1 (centres undefined),-4.2,-2.6,-3.5,-3.5,-0.5,-2.4,-2.1,-1.1,-0.5
